Screens as filed in PubChem.
LYPLA2 inh: LYPLA2 inhibitors, primary screen, counter-screen for PME1 inhibitor project, biochemical, fluorescence polarization, FP-Rh probe ABPP | recombinant LYPLA2 | 320,000 tested, 0.38% active | inhibition, % at 5.9 µM | AID 2177, 2009;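 active means inhibition above the screen-wide mean plus 3 SD, limit set per campaign, cut at about 26% in these data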;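 further: 0% = LYPLA2 with DMSO and 100% = wells lacking LYPLA2 enzyme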
GSTO1 inh: inhibitors of recombinant GSTO1, primary screen, counter-screen for RBBP9 inhibitor project, biochemical, fluorescence polarization | Glutathione S-transferase omega-1 (Homo sapiens), P78417 | activity-based probe fluorescence polarization | inhibition, % at 5.96 µM | 300,000 tested, 1.1% active;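 active means inhibition above the campaign mean inhibition plus 3 SD, cut at about 35% in these data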;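 further: 0% = GSTO1-1 with DMSO and 100% = wells lacking GSTO1-1 enzyme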
Target sequence (P78417 whole entry, looked up): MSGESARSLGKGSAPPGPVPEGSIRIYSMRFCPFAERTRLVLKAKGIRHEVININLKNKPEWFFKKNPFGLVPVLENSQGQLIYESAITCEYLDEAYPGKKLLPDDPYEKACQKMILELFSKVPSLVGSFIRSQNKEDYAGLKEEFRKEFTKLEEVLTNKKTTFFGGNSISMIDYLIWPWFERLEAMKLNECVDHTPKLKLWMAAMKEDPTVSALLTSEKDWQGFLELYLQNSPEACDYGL
PAFAH1B2 inh: PAFAH1B2 enzyme inhibitors, primary screen, biochemical, fluorescence polarization, human; Platelet-activating factor acetylhydrolase IB subunit alpha2 (Homo sapiens), P68402; recombinant PAFAH1B2, FP-rhodamine activity probe; 340,000 tested, 1.2% active; inhibition, % at 3.39 µM; AID 492953, 2010;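 active means inhibition above the mean of all tested compounds plus 3 SD, cut at about 24% in these data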;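 further: 0% = enzyme with DMSO and 100% = wells lacking PAFAH1B2; many of its hits are not listed in these tables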
PAFAH1B3 inh: PAFAH1B3 enzyme inhibitors, primary screen, biochemical, fluorescence polarization, human; Platelet-activating factor acetylhydrolase IB subunit alpha1 (Homo sapiens), Q15102; AID 492972, 2010; inhibition, % at 3.39 µM; 340,000 tested, 0.28% active; recombinant PAFAH1B3, FP-rhodamine probe;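 active means inhibition above the screen-wide average of all tested compounds plus 3 SD, cut at about 25% in these data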;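 further: 0% = enzyme with DMSO only and 100% = wells lacking PAFAH1B3 protein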
PAFAH2 inh: PAFAH2 enzyme inhibitors, primary screen, biochemical, fluorescence polarization, human; recombinant PAFAH2, FP-rhodamine activity probe; AID 492956, 2010; inhibition, % at 3.39 µM; 340,000 tested, 0.99% active; Platelet-activating factor acetylhydrolase 2, cytoplasmic (Homo sapiens), Q99487;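 active means inhibition above the mean over all tested compounds plus 3 SD, cut at about 30% in these data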;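 further: inhibitors block probe labeling of enzyme so polarization drops; 0% = enzyme with DMSO and 100% = wells lacking PAFAH2 protein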
pPAFAH inh: pPAFAH enzyme inhibitors, primary screen, biochemical, fluorescence polarization, human. recombinant pPAFAH, FP-rhodamine probe fluorescence polarization. inhibition, % at 3.39 µM. 330,000 tested, 1.5% active;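 active means inhibition above the mean inhibition across the screen plus 3 SD, cut at about 25% in these data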;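 further: inhibitors block binding of the rhodamine activity-based probe so polarization drops; 0% = enzyme with DMSO and 100% = wells lacking pPAFAH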
Target sequence (Q13093 whole entry, looked up): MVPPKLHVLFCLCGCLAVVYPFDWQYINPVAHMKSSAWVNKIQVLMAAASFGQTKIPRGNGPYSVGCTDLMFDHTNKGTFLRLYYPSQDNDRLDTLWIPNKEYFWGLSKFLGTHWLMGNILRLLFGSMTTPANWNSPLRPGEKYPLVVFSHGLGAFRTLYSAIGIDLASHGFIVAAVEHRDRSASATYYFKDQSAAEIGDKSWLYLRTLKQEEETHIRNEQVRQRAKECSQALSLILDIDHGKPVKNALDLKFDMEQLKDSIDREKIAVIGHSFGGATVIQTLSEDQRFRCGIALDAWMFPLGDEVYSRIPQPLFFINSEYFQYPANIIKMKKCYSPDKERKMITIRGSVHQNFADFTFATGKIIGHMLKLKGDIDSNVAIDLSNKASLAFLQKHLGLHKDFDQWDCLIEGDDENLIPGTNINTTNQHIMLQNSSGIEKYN
PAD4 FP inh: human PAD4 inhibitors, primary screen, biochemical, fluorescence polarization, 1536-well format; 330,000 tested, 0.41% active; recombinant PAD4, RCA probe fluorescence polarization; inhibition, % at 6.36 µM; Protein-arginine deiminase type-4 (Homo sapiens), Q9UM07;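 active means percent inhibition above a cutoff equal to the mean of all tested compounds plus 3 SD, cut at about 15% in these data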;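 further: 0% = PAD4 with RCA probe and DMSO and 100% = probe without PAD4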
LYPLA1 inh: LYPLA1 inhibitors, primary screen, counter-screen for PME1 inhibitor project, biochemical, fluorescence polarization, FP-Rh probe ABPP. recombinant LYPLA1. inhibition, % at 5.9 µM. 320,000 tested, 0.16% active. Acyl-protein thioesterase 1 (Homo sapiens), O75608;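 active means inhibition above the mean of all tested compounds plus 3 SD, set per campaign, cut at about 14% in these data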;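 further: inhibitors block serine hydrolase probe labeling of LYPLA1 so polarization falls; 0% = enzyme with DMSO and 100% = wells lacking LYPLA1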
Target sequence (O75608 whole entry, looked up): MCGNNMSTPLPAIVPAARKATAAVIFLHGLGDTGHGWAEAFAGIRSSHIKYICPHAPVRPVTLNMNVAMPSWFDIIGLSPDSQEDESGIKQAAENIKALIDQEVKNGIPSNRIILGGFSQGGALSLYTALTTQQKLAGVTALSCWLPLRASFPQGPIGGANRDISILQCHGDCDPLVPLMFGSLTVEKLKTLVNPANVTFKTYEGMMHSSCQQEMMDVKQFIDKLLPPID
PREPL inhibitor: PREPL enzyme inhibitors, primary screen, biochemical, fluorescence polarization. AID 2751, 2010. recombinant PREPL, fluorescence polarization activity-based probe. inhibition, % at 5.96 µM. 320,000 tested, 0.68% active; in the data active means inhibition above about 43%;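 further: 0% = enzyme with DMSO and 100% = wells lacking enzyme; many of its hits are not listed in these tables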
* marks the source's active call; other numbers are inactive results; x = no result given. These rows are one share of the data (hit frequency here may not be typical).

SMILES	LYPLA2 inh	GSTO1 inh	PAFAH1B2 inh	PAFAH1B3 inh	PAFAH2 inh	pPAFAH inh	PAD4 FP inh	LYPLA1 inh	PREPL inhibitor
O=S(=O)(c1ccc(F)cc1)N1CCC2(CC1)OCCN2S(=O)(=O)c1cccs1	0	-4	28*	1	8	14	-1	2	0
CC(C)C[C@H](NC(=O)c1nc[nH]c1C(=O)N(C)Cc1ccccc1)C(=O)OCc1ccccc1	-8	2	-1	3	-3	7	2	-1	9
COc1cccc(/C=C/C(=O)NCC2CCCCC2)c1	5	-2	5	6	8	5	0	3	-5
Cc1ccc2c(cnn2C(=O)CCC(=O)NC2CCCC2)c1	-2	-2	9	-1	-5	4	2	-3	1
CCCCn1c(N)c(N(CC(C)C)C(=O)C2CC(=O)N(Cc3ccco3)C2)c(=O)[nH]c1=O (centres undefined)	5	3	-4	4	-2	2	-6	-1	4
CCC(C)(C(=O)NC1CCCC1)N(C(=O)c1ccccn1)c1ccc(C)cc1 (centres undefined)	-6	3	7	15	8	0	-2	1	0
COc1ccc(C)cc1NC(=O)C(OC(=O)Cn1cnc2c1c(=O)n(C)c(=O)n2C)c1ccccc1 (centres undefined)	-4	5	4	-4	4	1	-1	0	7
Cc1noc(NS(=O)(=O)c2ccc(N/C=C/C(=O)c3ccncc3)cc2)c1C	-3	0	4	-4	7	-3	2	-2	-5
Cc1cc2ccccc2c(=O)n1CC(=O)NCC(=O)N1CCN(c2ccccc2)CC1	2	-5	3	11	11	3	1	-1	-6
COCCNc1nc2nonc2nc1N1CCC(N(C)C)C1 (centres undefined)	-2	2	0	6	-1	4	-6	0	5
C=CC[C@@H](Cc1ccc(F)cc1)C(=O)OC[C@H]1CCCN1C(=O)[C@@H](CC=C)CC(=O)N[C@H](CO)Cc1ccccc1	x	x	10	12	7	0	-6	x	29
CCOC(=O)c1ccccc1-c1csc(N)n1	-6	-2	2	6	2	-3	3	-3	2
Nc1nc(-c2ccccn2)nc(N)c1Cc1ccc(Cl)cc1Cl	-6	6	-1	3	7	-1	-7	-3	27
Cc1cc(-c2nnc(SCC(=O)Nc3ccc(F)cc3F)n2N)n[nH]1	9	-3	3	-3	1	6	-2	6	11
CN(c1ccccc1C(=O)N1CCCC1)S(C)(=O)=O	-6	4	-6	1	-6	-4	-3	0	3

Next section:
SMILES	LYPLA2 inh	GSTO1 inh	PAFAH1B2 inh	PAFAH1B3 inh	PAFAH2 inh	pPAFAH inh	PAD4 FP inh	LYPLA1 inh	PREPL inhibitor
COc1cccc(C(=O)NNC(=O)Cc2cccs2)c1	-3	14	3	4	-1	6	0	-5	-2
Cc1c(NC(=S)NC(=O)c2ccccc2Br)c(=O)n(-c2ccccc2)n1C	-1	-5	2	15	7	4	-3	3	6
COc1ccc(CCNC(=O)CSc2nnnn2-c2ccccc2)cc1	2	9	3	-3	-10	1	-2	-1	12
O=C(NCc1ccccc1)c1ccccc1Br	1	-1	0	-10	-9	-1	-1	3	0
O=C1CN(C(=O)COc2ncnc3ccccc23)c2ccccc2N1	-2	-5	0	9	3	-2	-3	-1	12
Clc1ccc(COn2c(-c3ccc(Cl)cc3Cl)nc3ncccc32)cc1	6	4	22	6	12	4	-3	-3	-9
COc1ccc(S(=O)(=O)N2CCN(C(=O)C3CCCO3)CC2)cc1 (centres undefined)	7	4	6	-1	-2	1	2	2	-9
CC(C)NCC(O)COC1CCC(C(C)(C)C)CC1 (centres undefined)	2	2	1	8	-11	-3	1	0	-13
c1ccc(-c2cc3c(N4CCCC4)ncnc3s2)cc1	8	2	0	7	1	15	-3	1	10
CCOC(=O)Cc1csc(NC(=O)c2cc(=O)c3ccccc3o2)n1	-6	2	8	0	-9	2	1	-3	-1
CCN(CC(=O)Nc1ccc(C(=O)Nc2ccc(OC)cc2)cc1)Cc1nc2ccccc2c(=O)[nH]1	-11	-11	-5	6	-5	-4	-1	-9	19
CC(C)COc1ccc(C(=O)Nc2ccc(NC(=O)c3ccco3)cc2)cc1	-18	5	-1	-6	-26	3	-5	-8	-6
CCCOc1cccc(-c2cc(-c3n[nH]c(=S)n3CC)c3ccccc3n2)c1	1	-12	0	2	0	13	3	-5	3
Cn1c(=O)[nH]c(=O)c2c1nc(Br)n2CCSc1nc2ccccc2o1	0	-6	3	-8	-1	5	-5	1	14
C=CCn1c(C)cc(-c2csc(NC(=O)CCc3nc4ccccc4c(=O)[nH]3)n2)c1C	-11	-3	-6	2	-3	17	-1	-4	19

Going on with the list:
SMILES	LYPLA2 inh	GSTO1 inh	PAFAH1B2 inh	PAFAH1B3 inh	PAFAH2 inh	pPAFAH inh	PAD4 FP inh	LYPLA1 inh	PREPL inhibitor
C[C@H](NC(=O)[C@H]1N2C(=O)c3ccccc3C2SC1(C)C)C(=O)N1CCC[C@H]1C(=O)O (some centres undefined)	8	0	10	10	-1	-9	-2	1	7
CC(C)CNC(=O)CC(=O)N/N=C/c1cccs1	-2	-1	0	3	-4	-3	1	2	17
O=C(NCc1cccnc1)C1CC(=O)N(C2CCCCC2)C1 (centres undefined)	-3	-1	-1	8	-3	-5	1	2	2
C=CCn1c(CCCNC(=O)CCC)nc2ccccc21	3	0	10	2	-3	-1	5	4	6
Cc1cc(/C=C2\SC(=S)N(C)C2=O)c(C)n1-c1cccc(O)c1	-9	-2	-3	1	-14	3	-7	-5	1
O=C(c1ccc2ccccc2n1)N1CCN(Cc2c(F)cccc2Cl)CC1	-9	11	-2	3	2	3	2	-2	5
CCC(=O)N1CCN(c2ccccc2NC(=O)Cc2ccccc2)CC1	-5	0	-6	6	-1	3	0	-1	7
COC1=C/C(=C/c2c(N)n3nc(CC(=O)N4CCCC4)sc3nc2=O)C=CC1=O	5	5	8	3	4	11	0	-2	20
CCCCN(CC)C(=O)C1CCC(CNS(=O)(=O)c2cccc3nsnc23)CC1 (centres undefined)	1	-1	6	2	4	0	-3	0	8
CN1CCN(c2cc(=O)n(Cc3ccc(F)cc3)c(=O)[nH]2)CC1	0	8	0	8	-2	4	2	2	-1
Nc1cc(-c2ccco2)no1	1	4	3	4	2	10	1	0	5
COc1ccc(CC(=O)Nc2c3c(nn2C(C)(C)C)CS(=O)C3)cc1 (centres undefined)	-1	-5	1	4	3	-13	-5	0	6
O=C(Nc1nnc(-c2ccc(Cl)cc2)o1)C1CCCCC1	2	-2	3	-2	4	1	-1	0	2
CN1/C(=C/C(=O)c2ccc(Cl)cc2)Sc2cc3c(cc21)OCO3	5	2	0	2	13	3	-1	-2	18
COc1ccc(NC(=O)c2cc(-c3ccc(C)o3)nc3ccccc23)c(OC)c1	-7	1	x	x	x	-1	1	-2	-19

Next part:
SMILES	LYPLA2 inh	GSTO1 inh	PAFAH1B2 inh	PAFAH1B3 inh	PAFAH2 inh	pPAFAH inh	PAD4 FP inh	LYPLA1 inh	PREPL inhibitor
Cc1ccc(S(=O)(=O)N2CCOCC2)cc1NC(=O)COC(=O)Cc1cccs1	3	-2	-2	-5	-3	11	-1	0	16
Cc1ccc(NC(=O)CSc2nc3ccccc3nc2N2CCOCC2)c(C)c1	1	3	7	8	2	3	-4	0	6
Cn1cc(C(=O)Nc2ccc(Cl)c(Cl)c2)cn1	-7	1	5	2	10	0	-7	-12	-6
O=C1c2cccc3c2[C@H](CCC3)CN1[C@@H]1CN2CCC1CC2	-9	-5	x	x	x	-9	-3	-3	11
Cc1ccc(CNC(=O)c2cc3ccccc3oc2=O)cc1	4	6	10	1	1	1	1	1	-1
CCOC(=O)c1c(C)c(C(=O)O)n(C)c1C	6	3	1	0	-6	4	-1	0	10
Cn1c(=O)c2c(nc(NCCc3ccccc3)n2CC(=O)NCCc2ccccc2)n(C)c1=O	-6	8	10	5	5	0	-4	-3	8
COC(=O)C1C(c2ccc(N(C)C)cc2)C(C(=O)OC)S(=O)(=O)CS1(=O)=O (centres undefined)	-2	2	5	3	5	-4	-5	2	0
COc1ccc(OCC(O)CN2CCCCCC2)cc1 (centres undefined)	1	-4	-1	1	2	2	-5	1	8
Cc1ccc(C)c(Cn2nc(-c3ccccc3)ccc2=O)c1	-3	5	-1	3	7	6	-1	-6	1
COc1ccc(S(=O)(=O)N2CCCC2CNC(=O)C(=O)NCc2cccs2)cc1 (centres undefined)	1	-5	2	-2	-4	5	0	2	3
COc1ccccc1C(=O)NNC(=O)c1ccccc1F	2	7	0	0	1	1	-8	-1	-1
COc1ccc(/C=N/N=C2/C(=O)Nc3ccccc32)cc1O	2	7	4	17	4	0	-4	-1	8
C=CCN(C#N)c1nc(OC)nc(N2CCCC2)n1	5	4	2	8	-4	-3	-6	2	2
Cc1nn(CC(=O)Nc2ccc(Cl)cc2)c(=O)c2cc(-c3ccccc3)nn12	-8	6	1	-4	12	0	0	1	-5

Additional entries follow:
SMILES	LYPLA2 inh	GSTO1 inh	PAFAH1B2 inh	PAFAH1B3 inh	PAFAH2 inh	pPAFAH inh	PAD4 FP inh	LYPLA1 inh	PREPL inhibitor
CC1Cc2cc(S(=O)(=O)NCc3ccccc3)ccc2N1C(=O)C1CC1 (centres undefined)	0	13	-2	12	5	5	-1	0	0
CCSc1oc(-c2ccco2)nc1S(=O)(=O)c1ccccc1	-4	13	3	14	7	0	-4	1	5
COCC(C)n1c(C)cc(C(=O)CN2C(=O)NC(Cc3c[nH]c4ccccc34)C2=O)c1C (centres undefined)	0	3	2	9	8	3	-5	0	37
CC(C)C[C@H](NC(=O)C1(c2ccccc2)CCN(C(=O)[C@H]2CSCN2C(=O)OC(C)(C)C)CC1)C(=O)O	-9	4	-1	-4	0	-3	1	-2	18
COc1ccc([C@@H]2CC=C(C(=O)O)[C@H](c3ccc(C)cc3)N2S(=O)(=O)c2ccc(C)cc2)cc1OC	x	x	12	6	-1	7	0	x	3
O=C(O)CCSc1nc2ccccc2c(=O)[nH]1	0	2	1	0	-3	1	3	-1	0
CCC(c1nnnn1Cc1ccc(OC)cc1)N1CCN(c2ccc(OC)cc2)CC1 (centres undefined)	-5	3	5	2	4	-2	-1	-3	-20
COc1ccccc1N1CCN(C(=O)CCc2c[nH]c3ccccc23)CC1	6	10	-3	2	3	1	0	1	7
COc1nc(N)nc2nc[nH]c12	6	7	9	5	5	7	2	0	22
O=C(NCc1ccco1)/C(=C/c1cccnc1)NC(=O)c1ccco1	4	-2	-2	1	-1	6	2	2	14
Cc1cccc(-n2ccnc2SCC(=O)N2CCCc3ccccc32)c1C	2	-4	7	-3	1	6	-1	2	10
CCCN(CCC)CC(O)CN1C(=O)N(CN2C(=O)N(CC(O)CN(CCC)CCC)C(=O)C2(C)C)C(C)(C)C1=O (centres undefined)	-1	-9	9	4	-4	4	-7	0	3
Cc1sc2nc(CN3CCOCC3)[nH]c(=S)c2c1C	-4	11	0	10	2	-4	4	-4	21
CS(=O)(=O)n1nc(OC(=O)c2cccs2)cc1N	-2	4	1	6	4	4	-1	1	12
